# VIM-2 inh: blocks Pseudomonas aeruginosa VIM-2 metallo-beta-lactamase; purified VIM-2, nitrocefin hydrolysis, epi-absorbance fluorescence; inhibition, % at 5.6 µM; actives 0.89% (n = 290,000); AID 1527;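 active means inhibition above the mean of all tested compounds plus 3 SD, cutoff set per screening run, cut at about 7.5% in these data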;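 further: red hydrolysis product quenches plate fluorescence so inhibitors raise well fluorescence; 0% = enzyme with DMSO and 100% = DMSO without enzyme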
# GalR3 antagonist: blocks the human galanin receptor 3 | O60755 | HEK293 GalR3-CNG cAMP membrane potential fluorescence; galR3 body fused to GalR1 C-terminus | inhibition, % at 3 µM | actives 0.44% (n = 360,000) | AID 651719;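 active means inhibition above the screen-wide average plus 3 SD, cut at about 13% in these data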;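 further: forskolin and galanin both at EC90 stimulate the cells; cAMP rise reported by CNG channel membrane potential dye signal; 0% = forskolin plus galanin with DMSO and 100% = forskolin alone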
# OXTR agonist: human OXTR agonism; P30559; CHO-OTR cells, Fluo-8 calcium fluorescence; normalized: DMSO 0%, oxytocin 100%; activation, % at 3 µM; actives 0.32% (n = 320,000);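 active means activation above the mean of all tested compounds plus 3 SD, cutoff set per screening run, cut at about 20% in these data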;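 further: peak over basal fluorescence ratio from a 100 s FLIPR kinetic read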
# Target sequence (P30559 whole entry, looked up): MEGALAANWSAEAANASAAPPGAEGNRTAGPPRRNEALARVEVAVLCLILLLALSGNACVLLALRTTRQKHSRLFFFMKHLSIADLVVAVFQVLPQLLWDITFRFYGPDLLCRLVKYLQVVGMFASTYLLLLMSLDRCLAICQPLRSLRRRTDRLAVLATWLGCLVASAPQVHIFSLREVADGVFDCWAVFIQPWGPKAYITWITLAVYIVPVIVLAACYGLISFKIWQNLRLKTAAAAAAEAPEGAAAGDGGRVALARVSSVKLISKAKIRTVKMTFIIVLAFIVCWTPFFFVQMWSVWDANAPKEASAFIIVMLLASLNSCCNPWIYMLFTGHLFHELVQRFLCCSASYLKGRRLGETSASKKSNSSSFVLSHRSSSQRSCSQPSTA
# GPR7 antagonist: antagonists of human GPR7 (neuropeptides B/W receptor 1). P48145. GPR7-expressing cells, fluorescence antagonist assay. inhibition, % at 4.4 µM. actives 1.1% (n = 290,000); in the data active means inhibition above about 16%, passing the limit was not always enough;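 further: cells stimulated with the agonist NPW; 0% = agonist with vehicle and 100% = vehicle without agonist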
# PHOSPHO1 inh: blocks human PHOSPHO1 phosphatase activity; Q8TCT1; recombinant PHOSPHO1, absorbance phosphatase assay; inhibition, % at 13.3 µM; actives 1.1% (n = 290,000); in the data active means inhibition above about 60%
# Target sequence (Q8TCT1 whole entry, looked up): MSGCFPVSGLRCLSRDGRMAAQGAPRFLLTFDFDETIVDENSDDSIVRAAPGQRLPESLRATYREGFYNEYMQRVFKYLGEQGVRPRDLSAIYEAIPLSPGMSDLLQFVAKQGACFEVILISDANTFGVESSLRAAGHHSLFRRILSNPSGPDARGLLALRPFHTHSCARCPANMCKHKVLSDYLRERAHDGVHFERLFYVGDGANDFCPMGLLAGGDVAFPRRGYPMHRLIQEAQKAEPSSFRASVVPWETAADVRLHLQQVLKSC
# V1R ag counter: counter-screen for oxytocin receptor agonists: human V1a receptor agonists; CHO-V1R cells, Fluo-8 calcium fluorescence, agonist mode; 0% DMSO, 100% 3 nM vasopressin; P37288; actives 0.25% (n = 320,000); AID 2797; activation, % at 3 µM;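 active means activation above the mean activation of all tested compounds plus 3 SD, per screening run, cut at about 20% in these data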;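 further: signal is peak over basal fluorescence ratio across a 100 second FLIPR read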
# Target sequence (P37288 whole entry, looked up): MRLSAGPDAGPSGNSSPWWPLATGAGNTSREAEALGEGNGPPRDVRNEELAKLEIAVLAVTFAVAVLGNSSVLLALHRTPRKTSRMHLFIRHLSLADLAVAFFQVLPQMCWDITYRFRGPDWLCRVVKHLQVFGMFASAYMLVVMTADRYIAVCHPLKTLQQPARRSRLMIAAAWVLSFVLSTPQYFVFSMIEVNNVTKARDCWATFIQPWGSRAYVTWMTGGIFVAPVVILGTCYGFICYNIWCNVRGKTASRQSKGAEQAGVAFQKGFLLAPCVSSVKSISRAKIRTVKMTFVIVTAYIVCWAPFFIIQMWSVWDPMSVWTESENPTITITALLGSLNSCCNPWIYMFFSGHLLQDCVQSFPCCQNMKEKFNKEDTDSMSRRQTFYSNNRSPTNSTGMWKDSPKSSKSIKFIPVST
# NS3 helicase inh: blocks Hepatitis C virus NS3 helicase unwinding. actives 0.56% (n = 290,000). inhibition, % at 10.9 µM. NS3 helicase DNA unwinding, Cy5 molecular beacon fluorescence. AID 1800;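 active means inhibition above the mean of all tested compounds plus 3 SD, set per campaign, cut at about 35% in these data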;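 further: 0% = DMSO wells and 100% = thioflavine S control wells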
#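 Control set: DMSO versus 110 µM thioflavine S; Material: NS3 helicase fragment of HCV; Measured by: Cy5 fluorescence at 0 and 60 min, beacon hairpin quenching; Read-out basis: percent inhibition from t60/t0 fluorescence ratio; Times: reaction time 60 min, 25 °C; Repeats: single replicate; Compound dosing: single dose, 10.9 µM nominal final, DMSO 0.8% final.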
# IMP-1 inhibitor: blocks Pseudomonas aeruginosa IMP-1 metallo-beta-lactamase. actives 0.45% (n = 290,000). purified IMP-1, nitrocefin hydrolysis, epi-absorbance fluorescence. inhibition, % at 5.6 µM. AID 1556;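 active means inhibition above the mean plus 3 SD of all compounds in the same screening run, cut at about 4.5% in these data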;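 further: 0% = IMP-1 with DMSO and 100% = DMSO wells lacking enzyme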
#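 Material – recombinant IMP-1 enzyme, purified · Amount – IMP-1 0.2 nM before substrate addition · Medium – HEPES buffer pH 7.1 with ZnSO4 and Brij 35 · Timing – 25 °C, 15 min preincubation, 25 min reaction · Measured by – plate fluorescence quenching by hydrolysis product, ex 480/em 530 nm · Read-out – percent enzyme inhibition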
# DNA FID counter: fluorescent intercalator displacement, NS3 helicase counter-screen. DNA fluorescent intercalator displacement, fluorescence. inhibition, % at 7.9 µM. actives 0.17% (n = 290,000); in the data active means inhibition above about 37%;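 further: 0% = vehicle and 100% = reference compound; higher means more ethidium bromide displaced from hairpin DNA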
# Active calls of the source: *; nt = not tested or not shown.
SMILES,VIM-2 inh,GalR3 antagonist,OXTR agonist,GPR7 antagonist,PHOSPHO1 inh,V1R ag counter,NS3 helicase inh,IMP-1 inhibitor,DNA FID counter
CCN(CC)S(=O)(=O)c1ccc(/C=C/C(=O)N(c2ccccn2)C2CCCCC2)cc1,-1.3,0,-2.4,-3,-10,-0.8,-2,-3.0,-10
CCOC(=O)c1cc2c(ccn2C)n1Cc1cc(C)ccc1C,-2.1,0,-3.1,-8,22,-1.6,8,-0.2,-5
CC1CCC2(CC1)NC(=O)N(CC(=O)c1ccc[nH]1)C2=O (stereo unspecified),-3.2,-4,-1.1,-2,-4,0.7,1,-0.3,1
C=CCc1cccc(/C=N/NC(=O)C[n+]2ccccc2)c1O,-1.9,-11,0.3,3,42,0.9,-14,-2.1,2
N#Cc1c(C(F)(F)F)cc(-c2ccc(Cl)c(Cl)c2)nc1SCCN1CCOCC1,0.5,nt,-0.1,-6,32,0.4,1,-3.0,-3
O=C(CC1C(=O)NCCN1CC1CCCCC1)NCc1cc(F)ccc1F (stereo unspecified),-2.8,-7,-1.4,-8,-9,0.5,-1,-2.5,-24
COc1cccc(/C=C2\Oc3cc(OCC(=O)N4CCCC4)ccc3C2=O)c1OC,-1.4,-8,-1.3,4,-27,2.0,-4,-0.4,-36
COC(=O)c1ccccc1Sc1snnc1C,-1.9,-3,-2.2,-19,38,-0.6,-5,-2.2,-2
CCOc1cc(/C=N/NC(=O)OC)ccc1OCCSc1ccc(Cl)cc1,-0.9,3,0.4,-1,2,1.8,-3,-4.1,-7
COC(=O)c1sc2cc(C(F)(F)F)cnc2c1-c1ccccn1,0.3,-1,-0.7,-17,-2,1.1,5,-1.3,1
COC(=O)CCC(=O)NC(=S)Nc1ccc(S(=O)(=O)Nc2cc(OC)nc(OC)n2)cc1,-3.4,0,0.8,-2,-8,0.6,6,0.4,-14
CC(=O)NC(C)c1ccc(Cl)c(Cl)c1 (stereo unspecified),-3.5,-6,-0.3,4,-7,0.9,0,-2.2,0
COc1ccccc1N(CC(=O)N1CCc2ccccc2C1)S(C)(=O)=O,0.0,-3,1.1,-10,-8,0.5,-1,-1.1,-8
COc1ccc(N(C(=O)COc2ccccc2)C2C=CS(=O)(=O)C2)cc1 (stereo unspecified),-2.7,-9,0.0,6,7,0.7,3,-1.5,-8
O=C(Nc1ccc(F)cc1)OCCOc1ccc(Br)cc1,1.2,-9,-2.1,0,12,-1.1,4,-0.8,-2

# Complete entries from above:
# `CC1CCC2(CC1)NC(=O)N(CC(=O)c1ccc[nH]1)C2=O` (stereo unspecified) across the screens: VIM-2 inh: -3.2; GalR3 antagonist: -4; OXTR agonist: -1.1; GPR7 antagonist: -2; PHOSPHO1 inh: -4; V1R ag counter: 0.7; NS3 helicase inh: 1; IMP-1 inhibitor: -0.3; DNA FID counter: 1
# `CCOc1cc(/C=N/NC(=O)OC)ccc1OCCSc1ccc(Cl)cc1` across the screens: VIM-2 inh: -0.9; GalR3 antagonist: 3; OXTR agonist: 0.4; GPR7 antagonist: -1; PHOSPHO1 inh: 2; V1R ag counter: 1.8; NS3 helicase inh: -3; IMP-1 inhibitor: -4.1; DNA FID counter: -7

# (continued)
SMILES,VIM-2 inh,GalR3 antagonist,OXTR agonist,GPR7 antagonist,PHOSPHO1 inh,V1R ag counter,NS3 helicase inh,IMP-1 inhibitor,DNA FID counter
Cc1ccc(C2=N/C(=C\N3CCCCC3)C(=O)O2)cc1,-4.5,-6,-2.0,5,15,-2.0,0,-3.9,-14
COc1ccc(N=c2oc3cc(O)ccc3cc2C(=O)Nc2ccccn2)cc1OC,-2.6,-10,-0.1,-10,-26,0.1,-6,-2.0,1
COc1cc(C(c2c(C)[nH][nH]c2=O)c2c(C)[nH][nH]c2=O)cc([N+](=O)[O-])c1O,-1.3,0,-0.1,-5,18,0.6,4,-3.3,-9
C=CCNCC(=O)Nc1ccccc1SCC(=O)Nc1ccsc1C(=O)OC,1.0,-6,0.3,4,26,0.6,-7,-2.2,-18
CCCCn1nnnc1NCc1ccc(C)cc1,-0.5,-10,nt,-13,51,nt,14,1.1,-2
CCOC(=O)C1Cn2c(nc3c(c2=O)C2(CCCC2)Cc2ccccc2-3)S1 (stereo unspecified),0.1,-2,-1.1,7,-2,0.2,1,-1.7,-8
CCCC(=O)Nc1ccc(NCc2ccc(C)s2)cc1,-0.1,-12,-0.6,-15,30,-0.3,9,-0.5,-6
COC(=O)C1=C(N)Oc2cc(C)n(Cc3cccnc3)c(=O)c2C1c1cccc(OC)c1OC (stereo unspecified),1.2,2,-0.5,-2,14,0.4,-2,0.1,-8
Cc1nnc(SCc2ccccc2)[nH]c1=O,-2.0,1,-1.4,-4,41,1.2,-3,-2.8,0
CC(C)c1ccc(N(C(=O)CNC(=O)c2ccco2)C(C(=O)NC2CCCC2)c2cccnc2)cc1 (stereo unspecified),-0.5,-8,1.3,-5,32,0.1,-1,-2.2,-50
O=C(O)C1=C[C@@H](c2ccc(F)cc2)C[C@@H](OCCCCO)O1,nt,-2,-0.8,nt,13,4.2,nt,nt,nt
COc1ccc(N2C3=[N+](CCCC3)CC2(C)O)cc1 (stereo unspecified),nt,-6,0.2,nt,10,-0.4,nt,nt,nt
CCn1c(SCC(=O)N2CCCCC2)nnc1-c1ccc(S(=O)(=O)N2CCN(C)CC2)cc1,0.1,-4,-0.7,-5,-29,-0.6,0,-1.2,0
CCOc1ccc(OCc2ccc(C(=O)NN)o2)cc1,-2.6,-3,0.5,-6,29,0.6,-1,-0.3,-19
CC1=NN(c2ccccc2)C(=O)/C1=C\C=C\c1ccccc1,-1.5,0,-0.8,-15,15,-1.0,8,-3.5,3
Cc1ccc(-c2c(C#N)c(N)n(-c3ccccc3)c(=O)c2C#N)cc1,-1.7,-2,9.7,2,23,8.6,5,-1.0,-17
O=C(c1cccc(S(=O)(=O)N2CCCCC2)c1)N1CCOCC1,-0.6,-2,-0.2,-2,-14,-0.3,2,-1.8,-5
COc1ccccc1/C=C/C=N/n1c(-c2ccccc2)n[nH]c1=S,-0.3,-2,0.1,-1,99*,-1.1,18,-1.9,-2
COC1CCN(C(=O)C2CCC(=O)N(C3CCCCCC3)C2)CC1 (stereo unspecified),-0.7,-7,0.5,-10,33,0.7,-4,-0.6,-11
CCC1C(C#N)=C(SC)NC2=C1C(=O)CC(C)(C)C2 (stereo unspecified),-1.7,-2,2.4,-7,-33,1.5,-6,-1.7,1
O=C(CN1C(=O)C2C3CC(C(Br)C3Br)C2C1=O)N1CCOCC1 (stereo unspecified),-4.3,4,1.9,-1,-28,0.3,-10,-1.9,-3
CC1CCCCN1CCn1c(=S)[nH]c2ncccc2c1=O (stereo unspecified),-6.1,-10,0.5,-13,37,0.9,8,-1.9,1
Cc1ccc(C(=O)Nc2cccc(NC(=O)c3ccc(C)c([N+](=O)[O-])c3)n2)cc1[N+](=O)[O-],-1.9,-2,0.2,17,39,0.2,4,-1.5,7
N#CCN1C(=S)N=C(Nc2cccc(Cl)c2)C12CCCCC2,-1.7,-4,-2.3,-18,14,-0.4,-5,-2.6,-10
Cn1ccnc1SCC(=O)Nc1ccc2c(c1)OC(F)(F)O2,-2.4,nt,0.6,1,37,-0.6,-2,-3.4,12
CCC1C(=O)NCCN1C(=O)c1ccc(OC)c(OC2CCN(C(C)=O)CC2)c1 (stereo unspecified),-0.7,-1,0.2,-12,43,0.3,-4,-2.3,-8
COC(=O)c1cccc2c1-c1ccccc1/C2=N/O,-0.2,0,-0.8,-13,15,0.0,-1,-4.7,-2
CCN(CCNC(=O)C1CCN(S(=O)(=O)c2cccc3cccnc23)CC1)c1ccccc1,-2.4,1,0.7,2,34,2.0,3,-2.4,-35
O=C(Cn1nc(CNc2ccc(Cl)cc2)[n+]2c1CCCCC2)c1ccccc1,-0.1,2,-2.4,1,9,1.2,-60,-0.7,10
O=C(NCc1ccccc1)N1CCN(c2ccccc2F)CC1,-0.9,3,0.3,13,18,1.4,5,0.0,-12
O=C(NCc1cccs1)C1CCC(CNS(=O)(=O)c2ccc(Br)s2)CC1 (stereo unspecified),-2.3,-1,1.7,-15,-21,3.7,5,-2.3,-22
Cc1ccc(S(=O)(=O)N/N=C\c2cc([N+](=O)[O-])ccc2Cl)cc1,-1.5,-7,0.5,-18,4,0.0,-3,-2.7,6
O=[N+]([O-])c1ccc(C2Oc3ccccc3C3CC(c4ccccc4)=NN32)s1 (stereo unspecified),-1.8,nt,-0.5,-12,6,0.2,4,-1.8,3
Cn1c(-c2ccccc2Br)n[nH]c1=S,1.2,9,0.4,-7,nt,-0.5,-1,-2.1,0
CC(C)CNc1nc(N)c([N+](=O)[O-])c(N2CCCCCC2)n1,-2.5,-9,-2.0,-6,nt,1.6,-73,-1.6,-24
Cc1nc(NC(=S)NC(=O)c2cncc(Br)c2)ccc1Br,-0.5,-3,1.9,-8,13,0.6,1,-1.4,0
CCC(c1nnnn1C(C)(C)C)N1CCN(c2cc(Cl)ccc2C)CC1 (stereo unspecified),-2.3,-3,-1.1,-1,1,-1.0,-1,-3.2,-5
Cc1nc(SCc2ccccc2)c([N+](=O)[O-])[nH]1,-4.2,-9,-2.0,-5,-16,-0.3,2,-3.3,2
COc1ccc(OC)c(C(c2nnnn2Cc2ccco2)N2CCN(C)CC2)c1 (stereo unspecified),2.2,-5,-0.2,19,41,0.0,-12,-0.7,17
O=C(/C=C/c1ccc(OC2CSC2)cc1)c1ccc(Cl)cc1,0.8,-13,0.1,-7,-9,0.9,-8,-2.7,-4
COCCN1CCn2c(nc3cc(NC(=O)Cn4nc(C)c5ccccc5c4=O)ccc32)C1,-1.6,-5,-0.8,-4,8,0.2,-38,0.0,1
CC(C)C(C(=O)NCc1ccco1)N(CC1CCCO1)C(=O)CNS(=O)(=O)c1ccc(F)cc1 (stereo unspecified),-2.9,nt,-0.7,-3,46,0.4,9,-3.0,-31
N=C1C(c2nc3ccccc3c(=O)[nH]2)=C(O)CN1CCO,5.1,1,0.0,-9,10,2.4,3,-1.9,-3
O=S(=O)(Nn1c(O)c(C=C2N=c3ccccc3=N2)sc1=S)c1ccccc1,-3.8,-4,-0.1,-9,15,1.1,-6,-5.2,-5
CCCCn1c(=O)[nH]c(=O)c2c1nc(COc1ccc(C#N)cc1)n2CCC,-2.1,-1,-2.6,-16,4,-1.0,24,-6.3,-18
CC1(C)CC(=O)c2sc(NC(=O)CN3CCCCC3)nc2C1,-2.6,-2,0.7,13,1,-0.4,-5,-2.4,-4
Cc1c(Br)ccc(NC(=O)COc2ccccc2C(N)=O)c1C,-4.9,-5,4.9,-3,20,4.7,13,-3.5,-12
O=C1OC(c2ccc(F)cc2)=N/C1=C\C=C/c1ccccc1,-4.0,-8,0.4,-15,34,0.4,-2,1.0,-20
CN(C(=O)CN1C(=O)S/C(=C\c2ccc(Cl)cc2)C1=O)C1CCS(=O)(=O)C1 (stereo unspecified),0.6,-6,2.4,2,39,3.5,20,0.9,-16

# Screening results: PubChem, several laboratories
